From PubChem
TrxR1 substrate: substrates of rat thioredoxin reductase 1; O89049; purified TrxR1 substrate turnover, NADPH consumption readout; Potency, µM (top dose mostly 114 µM), inactives show top-dose activity change, negative = substrate turnover; actives 0.01% (n = 390,000); AID 588456; also: potency is read from the fitted curve at half-maximal effect; % is scaled to controls: 0 for no effect and ±100 for the full control effect; nearly all actives have a fitted effect of over 50% in size
Target sequence (O89049 whole entry, looked up): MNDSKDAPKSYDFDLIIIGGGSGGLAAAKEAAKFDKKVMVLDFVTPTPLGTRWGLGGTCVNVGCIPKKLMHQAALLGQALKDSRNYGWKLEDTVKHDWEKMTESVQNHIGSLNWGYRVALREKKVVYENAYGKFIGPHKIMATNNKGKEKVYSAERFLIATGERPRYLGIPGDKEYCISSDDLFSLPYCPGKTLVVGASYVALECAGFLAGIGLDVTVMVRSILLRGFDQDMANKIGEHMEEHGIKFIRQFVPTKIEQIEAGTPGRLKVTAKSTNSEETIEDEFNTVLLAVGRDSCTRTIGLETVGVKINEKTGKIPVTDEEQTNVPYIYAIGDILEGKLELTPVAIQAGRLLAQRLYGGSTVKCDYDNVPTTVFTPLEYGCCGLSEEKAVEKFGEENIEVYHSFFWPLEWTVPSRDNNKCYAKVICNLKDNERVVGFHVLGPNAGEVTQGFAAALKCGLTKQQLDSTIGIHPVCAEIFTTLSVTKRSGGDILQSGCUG
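Rat TrxR1, dispensed at 90 nM, was prereduced with 400 uM NADPH (final) for 5 min at ~22 deg C, then incubated with compound 15 min before 400 uM selenite. A first-read NADPH fluorescence drop versus no-compound background flagged substrates.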
PI4K2A block: PI4K2A (human) kinase inhibition; AID 1346378; Q9BTU6; activity change, negative = inhibition, % at 76.9 µM; actives 0.13% (n = 420,000); purified PI4K2A, ADP-Glo luminescence, 1 h; active compounds read low; in the data active = activity change below about -50%; inconclusive = mostly about -30% to -49%;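 also: -100% = wells without enzyme as full effect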
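PI4K2A activity was measured by ADP-Glo luminescence: enzyme (4 ug/mL stock) and phosphatidylinositol (1.2 mM stock) in Tris pH 7.5/MgCl2/EGTA/Triton X-100 buffer were reacted with ATP (300 microM stock) for one hour at ambient temperature.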
TrxR1 inh: rat TrxR1 inhibition. Potency, µM (highest dose often 114 µM), without a hit: at the top dose activity change, negative = inhibition, usual class: inhibitors. O89049. actives 1% (n = 390,000). recombinant rTrxR1, NADPH fluorescence consumption, selenite substrate; also: potency is read from the fitted curve at half-maximal effect; % is scaled to controls: 0 for no effect and ±100 for the full control effect; nearly all actives have a fitted effect of over 65% in size
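Rat TrxR1 (90 nM in the dispensed reagent) was pre-reduced with 400 uM NADPH for 5 min at room temperature, then incubated with compound for 15 min. After 400 uM selenite was added, NADPH fluorescence (Ex 340/Em 450 nm) was followed for 8 min.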
IDH1 R132H inh: human IDH1 R132H inhibition. actives 0.093% (n = 390,000). IDH1-R132H enzyme, NADPH consumption, diaphorase/resazurin fluorescence. AID 602179. Potency, µM (titrated, usually from 76.6 µM), for the others: at the top dose activity change, negative = inhibition, most hits filed as inhibitors; also: potency is read from the fitted curve at half-maximal effect; % is scaled to controls: 0 for no effect and ±100 for the full control effect; nearly all actives have a fitted effect of over 65% in size
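IDH1-R132H (0.5 ug/mL) preincubated 30 min with compound, then NADPH (0.016 mM) and alpha-KG (2 mM) added; 80 min at RT, pH 7.5. Remaining NADPH coupled via diaphorase/resazurin to fluorescence (540/590 nm); concentration-response curves normalized to no-enzyme control.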
USP1-UAF1 inh: blocks the human USP1/UAF1 deubiquitinase complex | Potency, µM (doses to about 57.1 µM), without a hit: at the highest dose activity change, negative = inhibition, hits mostly inhibitors | recombinant USP1/UAF1, Ub-Rhodamine cleavage fluorescence | O94782 | actives 0.23% (n = 390,000); also: potency is read from the fitted curve at half-maximal effect; % is scaled to controls: 0 for no effect and ±100 for the full control effect; nearly all actives have a fitted effect of over 60% in size; inactives centre near -12
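In this screen, compounds sit with the deubiquitinase complex (1nM) for 15 min at room temperature before Ub-Rho is added at 150nM final. Fluorescence rise is then followed for 6 reads every 60 seconds.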
D2 ag: agonists of human D2 dopamine receptor; AID 485358; P14416; HEK293 T-REx D2 cells, calcium flux agonist mode; actives 0.53% (n = 340,000); activation, % at 2 µM;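 active = activation over 3 SD above normal in the single-dose calcium agonist read, cut at about 30% in these data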; also: 0% is about no effect
Target sequence (P14416 whole entry, looked up): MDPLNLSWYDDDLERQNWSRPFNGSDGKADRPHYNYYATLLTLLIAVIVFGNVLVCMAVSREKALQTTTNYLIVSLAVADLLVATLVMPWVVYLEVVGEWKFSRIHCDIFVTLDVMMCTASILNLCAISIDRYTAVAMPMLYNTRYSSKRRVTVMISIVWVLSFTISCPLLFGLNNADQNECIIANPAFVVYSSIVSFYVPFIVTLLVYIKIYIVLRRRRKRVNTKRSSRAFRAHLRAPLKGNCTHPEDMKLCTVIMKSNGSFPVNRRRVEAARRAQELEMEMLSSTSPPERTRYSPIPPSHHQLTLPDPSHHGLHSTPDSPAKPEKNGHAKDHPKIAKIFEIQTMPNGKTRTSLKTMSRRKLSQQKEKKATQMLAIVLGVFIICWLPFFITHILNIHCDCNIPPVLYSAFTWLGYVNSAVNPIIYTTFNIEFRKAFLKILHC
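In this primary screen, compounds producing a positive calcium signal within 180 s of addition to tetracycline-induced, force-coupled HEK293 Trex D2 cells are flagged; cells are dye-loaded with a no-wash calcium kit beforehand.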
TRHR ag: agonists of human TRH receptor. TRHR cells, calcium flux fluo-8, FDSS agonist mode. activation, % at 2 µM. actives 0.18% (n = 360,000); in the data active = activation above about 30%; also: 0% is about no effect
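Read-out: compound-evoked intracellular calcium rise in TRHR cells, fluo-8 dye, kinetic FDSS fluorescence at 1 s/cycle following a 10-cycle baseline. Cells cultured overnight before dye loading (30 min–1.5 h, RT).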
TRHR enhancer: TRH receptor (human) allosteric enhancement | actives 0.66% (n = 360,000) | P34981 | enhancement, % at 2 µM | TRHR cells, fluo-8 calcium fluorescence, EC20 TRH enhancement; in the data active = enhancement above about 30%; also: 0% is about no effect
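TRHR-expressing cells loaded with fluo-8 calcium dye were read kinetically (ex 480/em 530) during compound addition, then stimulated with an EC20 of TRH (10 nM final). Enhancement of the Gq-mediated intracellular calcium response was scored.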
D2 antagonist: D2 dopamine receptor (human) antagonism | P14416 | HEK293 TREx D2 cells, calcium flux, dopamine EC80 | inhibition, % at 10 µM | actives 2% (n = 340,000); in the data active = inhibition above about 30%; also: 0% is about no effect
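Cells plated overnight at 30 C with tetracycline; no-wash calcium dye, 30–90 min RT; 10 s baseline; compound pinned; 180 s read; EC80 dopamine added; another 180 s read.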
Starred values were filed as active, the others as inactive; ? = inconclusive; . = no result given; [ ] = dose if it differs, or a comment. Unless noted, calls follow the shape of the dose curve; as a rule, active = well fitted inhibition curve with a large enough effect; inconclusive = small, poorly fitted or top-dose-only effect; inactive = no such curve, though single readings can be large or run the other way.

Letter code: A = TrxR1 substrate; B = PI4K2A block; C = TrxR1 inh; D = IDH1 R132H inh; E = USP1-UAF1 inh; F = D2 ag; G = TRHR ag; H = TRHR enhancer; I = D2 antagonist
S=c1[nH]nc(CN2CCCCC2)n1Cc1ccccc1
  A: 1%[57.1 µM]; B: 4; C: -17%; D: 4%; E: -12%; F: -0.2; G: 0.2; H: 0; I: -6
Cc1cc(C)n(CCCNC(=O)c2ccc(C)o2)n1
  A: 7%; B: 1; C: 24%; D: -1%; E: -24%; F: 0.6; G: 0.6; H: 9; I: 3
COC(=O)c1cc(C(=O)OCC(=O)c2ccc3c(c2)NC(=O)CO3)cc([N+](=O)[O-])c1
  A: -6%; B: -5; C: ?; D: 1%; E: -1%; F: 0.2; G: -0.3; H: 8; I: -14
Cc1cccnc1NC1CCCCC1
  A: 11%; B: 6; C: 35%; D: 4%; E: -2%; F: 1.0; G: 6.3; H: -1; I: -2
O=C(/C=C/c1ccccc1)N1CCN(C(=O)c2ccco2)CC1
  A: -4%; B: 2; C: -20%; D: 1%; E: -8%; F: -0.5; G: 0.0; H: -1; I: 1
COc1ccc(-c2nn(-c3ccccc3)cc2/C=C(\CC(=O)O)c2nc3ccccc3s2)cc1OC
  A: 15%[57.1 µM]; B: 1; C: -5%[57.1 µM]; D: 0%; E: ?; F: 3.1; G: 0.0; H: 5; I: -19
Cc1ccc(SCCOCCN2CC(C)OC(C)C2)cc1 (centres undefined)
  A: 5%; B: 5; C: -1%; D: 18%; E: -4%; F: -0.4; G: -0.2; H: 9; I: 20
CCC/C(=C1/c2ccccc2C(=O)N1c1ccccc1)c1ccc2[nH]ccc2c1
  A: 11%[57.1 µM]; B: -5; C: 18%[57.1 µM]; D: -15%; E: -1%; F: .; G: .; H: .; I: .
COC(=O)CCC(=O)NC(=S)Nc1ccc(S(=O)(=O)Nc2cc(C)on2)cc1
  A: -2%; B: -4; C: 2%; D: 15%; E: -16%; F: 0.7; G: -0.8; H: 3; I: -3
CCCc1cnc2c(c1SCC(=O)N(C)c1ccccc1)c(=O)n(C)c(=O)n2C
  A: 6%[57.1 µM]; B: -3; C: 24%[57.1 µM]; D: -8%; E: -14%; F: -1.1; G: -0.6; H: 6; I: .

Quoted at random: 3 entries already listed.
Letter code: A = TrxR1 substrate; B = PI4K2A block; C = TrxR1 inh; D = IDH1 R132H inh; E = USP1-UAF1 inh; F = D2 ag; G = TRHR ag; H = TRHR enhancer; I = D2 antagonist
COC(=O)CCC(=O)NC(=S)Nc1ccc(S(=O)(=O)Nc2cc(C)on2)cc1
  A: -2%; B: -4; C: 2%; D: 15%; E: -16%; F: 0.7; G: -0.8; H: 3; I: -3
COC(=O)c1cc(C(=O)OCC(=O)c2ccc3c(c2)NC(=O)CO3)cc([N+](=O)[O-])c1
  A: -6%; B: -5; C: ?; D: 1%; E: -1%; F: 0.2; G: -0.3; H: 8; I: -14
CCCc1cnc2c(c1SCC(=O)N(C)c1ccccc1)c(=O)n(C)c(=O)n2C
  A: 6%[57.1 µM]; B: -3; C: 24%[57.1 µM]; D: -8%; E: -14%; F: -1.1; G: -0.6; H: 6; I: .

Continued:
Letter code: A = TrxR1 substrate; B = PI4K2A block; C = TrxR1 inh; D = IDH1 R132H inh; E = USP1-UAF1 inh; F = D2 ag; G = TRHR ag; H = TRHR enhancer; I = D2 antagonist
Cc1cc(NC(=O)c2ccccc2)ccc1NC(=O)c1ccccc1Cl
  A: 12%; B: -5; C: 5%; D: 5%; E: -22%; F: -1.9; G: -0.6; H: -9; I: 5
O=C(Nn1c(Cc2cccs2)nc2ccccc2c1=O)c1cccs1
  A: 2%; B: 0; C: 14%; D: -3%; E: -12%; F: 0.2; G: 0.6; H: -2; I: 3
O=c1[nH]c(C2CCN(S(=O)(=O)c3ccc(F)cc3)CC2)nc2c1nnn2Cc1ccc2c(c1)OCCO2
  A: 7%; B: -4; C: 41%[activator]; D: 4%; E: -23%; F: 1.1; G: 1.7; H: -3; I: -18
Cc1cc(NC(=O)CSc2nnc(-c3ccncc3)n2Cc2ccccc2)n(-c2ccccc2)n1
  A: 2%; B: -17; C: -1%; D: -14%; E: 1%; F: 0.2; G: -0.6; H: 1; I: 7
COc1cc(/C=N/NC(N)=O)ccc1OC(=O)c1cccs1
  A: 2%; B: 1; C: 3%; D: 9%; E: -25%; F: -0.1; G: -0.7; H: -4; I: -3
O=C(NCCCn1ccnc1)/C(=C\c1cccnc1)NC(=O)c1ccccc1F
  A: 4%[57.1 µM]; B: 4; C: 23%[57.1 µM]; D: -8%; E: -7%; F: -0.5; G: 0.4; H: 3; I: -8
O=C(COc1ccc2c(C(F)(F)F)cc(=O)oc2c1)Nc1ccc(N2CCOCC2)cc1
  A: 2%; B: -5; C: 17%; D: -5%; E: -20%; F: 0.2; G: 0.3; H: 5; I: -5
O=C(Nc1ccc(F)cc1)Nc1ccc(Cl)cn1
  A: 11%; B: 2; C: 25%; D: 0%; E: -16%; F: 0.3; G: -0.1; H: 4; I: 6
CCn1nnc2cc(C(=O)Nc3cccc(C(F)(F)F)c3)ccc21
  A: -2%[57.1 µM]; B: 2; C: 12%[57.1 µM]; D: 1%; E: -2%; F: -0.3; G: -0.3; H: -1; I: .
CCN1CCN(Cc2c(O)ccc3c(=O)c(Oc4ccccc4C(C)C)c(C(F)(F)F)oc23)CC1
  A: 4%; B: 2; C: -8%; D: 0%; E: -9%; F: -0.4; G: -0.5; H: -1; I: .
COC(=O)[C@]1(CC(C)C)N[C@H](c2ccc(SC3CCCCC3)cc2)[C@@H]2C(=O)N(C)C(=O)[C@@H]21
  A: 7%[57.1 µM]; B: 2; C: 19%[57.1 µM]; D: -5%; E: ?; F: .; G: .; H: .; I: .
O=C(C1=C[C@H](c2ccc3c(c2)OCO3)C[C@H](OCc2ccc(CO)cc2)O1)N1CCN(Cc2ccc3c(c2)OCO3)CC1
  A: 0%; B: 4; C: 27%; D: 8%; E: -22%; F: 0.3; G: -0.1; H: 29; I: -2
CCCn1c(C)cc(/C=C(\C#N)C(=O)OCC(=O)Nc2cc(OC)c(OC)c(OC)c2)c1C
  A: -14%; B: -2; C: -10%; D: 0%; E: -15%; F: -0.6; G: -0.6; H: 2; I: -10
Cc1c(C(=O)O)oc2ccc(S(=O)(=O)N(CC(C)C)CC(C)C)cc12
  A: 4%[57.1 µM]; B: -4; C: 3%[57.1 µM]; D: -9%; E: -5%; F: 0.3; G: -0.5; H: -18; I: 14
CCOc1cc(/C=C2/C(=N)N3C(=NC2=O)SN=C3S(C)(=O)=O)ccc1OC(=O)c1ccco1
  A: -11%; B: -3; C: -21%; D: 1%; E: -15%; F: -1.1; G: -1.5; H: -1; I: 15
COc1ccc(NC(=O)CNC(=O)C2CCCCC2)cc1OC
  A: -17%; B: -3; C: -27%; D: -2%; E: 0%; F: .; G: .; H: .; I: .
CCCN(CCC)CCNC(=O)c1cc(-c2ccc(Br)s2)nc2ccccc12
  A: 13%; B: -5; C: 2%; D: 1%; E: -15%; F: 0.7; G: 0.7; H: 3; I: .
COc1ccc(S(=O)(=O)c2c(Nc3ccc(C)cc3)sc(C(=O)c3ccc4c(c3)OCO4)c2N)cc1
  A: 2%[57.1 µM]; B: -3; C: 11%[57.1 µM]; D: 5%; E: -7%; F: 8.5; G: 5.7; H: 1; I: .
O=C(CCc1nnc(CCCCc2ccccc2)o1)NCCCc1cccnc1
  A: 15%[57.1 µM]; B: 4; C: 15%[57.1 µM]; D: 5%; E: -14%; F: 0.0; G: -0.6; H: -4; I: 4
CC(=O)Cc1ccccc1OC(=O)c1ccco1
  A: 3%[57.1 µM]; B: 3; C: -2%[57.1 µM]; D: 0%; E: -18%; F: 0.2; G: -0.7; H: 3; I: 13
Cc1ccc(S(=O)(=O)NC(C(=O)O)c2ccccc2)cc1 (centres undefined)
  A: 4%[57.1 µM]; B: -17; C: 11%[57.1 µM]; D: -1%; E: 2%; F: 0.8; G: 0.5; H: -7; I: -13
COc1cc(C(=O)NCC(=O)N2CCN(S(=O)(=O)c3cc(C)ccc3C)CC2)cc(OC)c1OC
  A: 7%; B: 4; C: 18%; D: 8%; E: -19%; F: -0.2; G: -0.1; H: -1; I: 3
c1cncc(-c2ccnc3ncnn23)c1
  A: 6%; B: -19; C: 14%; D: -13%; E: -18%; F: -0.2; G: 0.1; H: 33*; I: -1
COc1ccccc1-c1ccc(/C=C2\C=CC(=O)O2)o1
  A: 2%[57.1 µM]; B: -13; C: 14µM*; D: 16%; E: ?; F: 66*; G: 73*; H: 4; I: -12
COCCCNC(=O)c1cc2cc3cc(OC)ccc3nc2o1
  A: 187%[activator]; B: 4; C: 21%; D: 5%; E: -25%; F: -1.0; G: -0.6; H: 11; I: -9
CCn1c(=N)c(C(=O)NCc2cccnc2)cc2c(=O)n3cccc(C)c3nc21
  A: .; B: .; C: .; D: .; E: .; F: 1.2; G: 0.7; H: 7; I: -6
O=C(NCCCN1CCOCC1)c1ccc2c(c1)N(Cc1c(F)cccc1Cl)C(=O)c1ccccc1S2
  A: 5%; B: 2; C: 12%; D: 0%; E: -25%; F: -0.5; G: 0.1; H: -12; I: 12
COC(=O)C1=C(C)NC(=O)C1(NC(=O)c1ccncc1)C(F)(F)F (centres undefined)
  A: 2%; B: -1; C: 12%; D: -3%; E: -17%; F: 1.5; G: 0.4; H: 1; I: 10
O=C(NCC(c1ccco1)N1CCc2ccccc2C1)C(=O)Nc1ccccc1 (centres undefined)
  A: 1%; B: -2; C: 5%; D: -1%; E: -4%; F: 0.6; G: 1.3; H: 0; I: 6
CC(NC(=O)c1ccccc1)C(=O)OCC(=O)c1ccc(Br)cc1 (centres undefined)
  A: 8%[57.1 µM]; B: 2; C: 3%[57.1 µM]; D: -4%; E: -23%; F: 0.0; G: -0.5; H: -2; I: -8
